# Screens as filed in PubChem.
# LDHA inh: LDHA (human) enzyme inhibition; activity change, % (values are at about 110 or 230 µM); purified LDHA, NADH/diaphorase-resazurin fluorescence; stronger effect = lower value; P00338; hit rate 0.15% among 480,000; in the data active means activity change below about -30%; inconclusive means mostly about -25% to -30%;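 further: plate controls were DMSO wells for no effect and wells without enzyme for full effect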
#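 Remaining NADH was detected by diaphorase (0.133 mg/mL) converting 37 µM resazurin to fluorescent resorufin, read at 0 and 20 minutes. The preceding 5-minute room-temperature reaction used 2 nM LDHA, 0.2 mM sodium pyruvate and 0.06 mM NADH at pH 7.4.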
# RGS4 inh: human RGS4 inhibition. hit rate 0.039% among 390,000. Potency, µM (series often up to 114 µM), inactives show top-dose activity change, negative = inhibition, hits mostly inhibitors. AID 504845. P49798. Transcreener GDP fluorescence polarization, RGS4-accelerated GTP hydrolysis; further: potency means the concentration at half of the fitted maximal effect; on the % scale 0 is the no-effect control and ±100 the full control effect; nearly all actives have a fitted effect of over 75% in size; some results filed as inactive show a strong effect at the top dose
# Target sequence (P49798 whole entry, looked up): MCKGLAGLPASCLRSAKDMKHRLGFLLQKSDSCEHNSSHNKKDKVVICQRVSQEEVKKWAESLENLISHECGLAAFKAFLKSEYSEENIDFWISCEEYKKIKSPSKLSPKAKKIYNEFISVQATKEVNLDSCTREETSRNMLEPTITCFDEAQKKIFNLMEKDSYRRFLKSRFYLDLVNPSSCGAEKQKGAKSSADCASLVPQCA
#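 MLSMR compounds (23 nl, pin-transferred) preincubated 10 min at room temperature with a 500nM (2x) first reagent, then RGS4 at 900nM (2x) plus Transcreener GDP mix added; fluorescence polarization (620/688 nm) read before and after 90 min at 30 °C.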
# POLH inh: DNA polymerase eta (human) inhibition | Q9Y253 | recombinant Pol eta, fluorescent DNA replication assay | Potency, µM (top dose mostly 114 µM), inactives show at the top dose activity change, negative = inhibition, hits mostly inhibitors | hit rate 1.2% among 390,000 | AID 588591; further: potency means the concentration at half of the fitted maximal effect; on the % scale 0 is the no-effect control and ±100 the full control effect
#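 Pol eta at 10 nM preincubated with compounds 15 min at room temperature; reaction started with fluorescent substrate (50 nM final) and read kinetically at 0 and 10 min.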
# 12-LOX inh: ALOX12 (human) lipoxygenase inhibition. purified 12hLO, xylenol orange hydroperoxide absorbance. Potency, µM (doses to about 108 µM), for inactives: top-dose activity change, negative = inhibition, most hits filed as inhibitors. hit rate 1.1% among 580,000. AID 1671190; further: potency means the concentration at half of the fitted maximal effect; on the % scale 0 is the no-effect control and ±100 the full control effect
#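 Hydroperoxide product was detected by ferrous iron/xylenol orange as the 573 to 405 nm absorbance ratio. Arachidonic acid at 40 uM (final) was turned over for 30 min at room temperature by 150 nM human 12hLO, pH 7.0 Hepes buffer, after 15 min compound preincubation.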
# APE1 inh: inhibitors of human APE1 endonuclease; Potency, µM (doses to about 65.8 µM), without a hit: at the highest dose activity change, negative = inhibition, actives largely listed as inhibitors; recombinant APE1, TAMRA/BHQ-2 abasic DNA cleavage fluorescence; hit rate 0.35% among 350,000; P27695;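 further: potency means the concentration at half of the fitted maximal effect; plate controls were vehicle for no effect and reference inhibitor for full effect; nearly all actives have a fitted effect of over 55% in size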
# Target sequence (P27695 whole entry, looked up): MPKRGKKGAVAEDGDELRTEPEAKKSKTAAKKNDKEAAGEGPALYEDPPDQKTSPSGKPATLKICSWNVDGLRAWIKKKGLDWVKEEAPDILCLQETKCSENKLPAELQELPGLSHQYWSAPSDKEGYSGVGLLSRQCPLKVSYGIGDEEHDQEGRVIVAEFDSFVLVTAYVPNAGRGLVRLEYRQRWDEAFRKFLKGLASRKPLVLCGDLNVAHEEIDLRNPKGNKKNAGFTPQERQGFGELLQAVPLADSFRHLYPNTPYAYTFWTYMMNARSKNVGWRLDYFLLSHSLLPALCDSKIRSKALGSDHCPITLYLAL
#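 Quantitative HTS: incision of a TAMRA/BHQ-2 double-stranded substrate bearing a tetrahydrofuran abasic site by 0.75 nM APE1 raises fluorescence. Substrate 50 nM final, added after 15 min compound preincubation at room temperature; progress as third-minus-first kinetic read difference.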
# ERG Ets-DNA blk: ERG Ets/DNA interaction inhibition; fluorescence polarization, His-ERG Ets domain / labelled DNA; P11308; hit rate 0.028% among 370,000; Potency, µM (titrated, usually from 76.9 µM), for inactives: at the highest dose FP activity, negative = inhibition, most hits filed as inhibitors; active means well fitted inhibition curve with a large enough effect in the polarisation, with a control signal flat; inconclusive means small, poorly fitted or top-dose-only effect, or effect the other way, or a change in a side signal; inactive means no such curve, though single readings can be large or run the other way; the % refers to the polarisation;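 further: polarization taken with two DNA probes labelled with fluorescein and Texas red; potency means the concentration at half of the fitted maximal effect; % of control where 0% means no effect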
# Target sequence (P11308 whole entry, looked up, the tested form may be a part): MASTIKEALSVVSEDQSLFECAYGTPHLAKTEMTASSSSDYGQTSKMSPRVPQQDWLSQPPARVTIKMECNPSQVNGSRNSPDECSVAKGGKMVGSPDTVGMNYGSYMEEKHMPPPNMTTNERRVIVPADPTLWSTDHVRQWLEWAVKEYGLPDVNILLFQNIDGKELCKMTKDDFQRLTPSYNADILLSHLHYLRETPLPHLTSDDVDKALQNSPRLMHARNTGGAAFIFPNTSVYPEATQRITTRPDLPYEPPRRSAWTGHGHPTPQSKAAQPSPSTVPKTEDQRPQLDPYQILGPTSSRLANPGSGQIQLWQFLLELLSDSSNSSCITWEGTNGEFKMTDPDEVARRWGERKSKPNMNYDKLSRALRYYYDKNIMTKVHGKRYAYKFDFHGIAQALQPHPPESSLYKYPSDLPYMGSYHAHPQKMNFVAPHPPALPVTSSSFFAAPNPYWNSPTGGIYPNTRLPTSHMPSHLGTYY
#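 His-tagged ERG Ets domain (1 uM in the protein solution; 300mM KCl, 50mM Tris-HCl, 1mM EDTA, 1mM DTT, pH 7.5) received compound, then a probe mix of 5 nM fluorescein-DNA and 100nM Texas-615-DNA. Fluorescence polarization was read for both dyes.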
# Apoferritin bind: binds horse apoferritin like a general anesthetic; AID 485281; apoferritin/1-aminoanthracene competitive binding, fluorescence; Potency, µM (series often up to 77.5 µM), for the others: at the top dose activity change, negative = displacement, most hits filed as inhibitors; P02791; hit rate 0.074% among 350,000; further: potency means the concentration at half of the fitted maximal effect; on the % scale 0 is the no-effect control and ±100 the full control effect; nearly all actives have a fitted effect of over 20% in size
#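 Concentration-response curves derived by four-parameter Hill fitting of normalized fluorescence, where compounds displaced 1-AMA from 10 uM horse apoferritin following a brief 10 min room-temperature incubation; propofol titration acted as positive control.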
# Pol beta inh: blocks human DNA polymerase beta activity. P06746. Pol beta primer extension/strand displacement, fluorescence kinetic. Potency, µM (doses to about 114 µM), inactives show at the top dose activity change, negative = inhibition, most hits filed as inhibitors. hit rate 1.3% among 340,000. AID 485314; further: potency means the concentration at half of the fitted maximal effect; on the % scale 0 is the no-effect control and ±100 the full control effect
#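 Enzyme-only controls used 10 nM Pol beta; buffer lacking enzyme served as negative control. Compound preincubated 15 min, then 50 nM substrate added; 0 and 10 min reads at room temperature.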
# Pol kappa inh: blocks human DNA polymerase kappa activity | purified Pol kappa, fluorescent DNA synthesis assay, 10 min | hit rate 0.53% among 400,000 | AID 588579 | Potency, µM (top dose mostly 107 µM), inactives show at the top dose activity, negative = inhibition, actives largely listed as inhibitors; further: potency means the concentration at half of the fitted maximal effect; on the % scale 0 is the no-effect control and ±100 the full control effect
#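 Fluorescent qHTS in 1536-well format: enzyme (10 nM) and compound sat 15 min at room temperature before 50 nM substrate (final) was added. Signal taken at 0 and 10 min; no-enzyme buffer wells were negative controls.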
# * hit, by the source's call; ? = inconclusive; nt = no result given; & = joins results of further samples; [ ] = dose if it differs, or a comment. Unless noted, the call rests on the fitted dose curve; in most records, active means well fitted curve in the direction sought with a large enough effect; inconclusive means small, poorly fitted or top-dose-only effect, or another doubt; inactive means no such curve, though single readings can be large; an effect the other way counts as inactive or inconclusive. Some of the compounds tested; the hit share may differ from the screen's.
SMILES,LDHA inh,RGS4 inh,POLH inh,12-LOX inh,APE1 inh,ERG Ets-DNA blk,Apoferritin bind,Pol beta inh,Pol kappa inh
Cc1ccc(-n2nnnc2CNC(=O)c2ccc(F)cc2)cc1C,-1,-2%,-20%,-8%,nt,1%,-15%,3%,-3%[60.1 µM]
COC(=O)c1ccccc1NC(=O)CCC(=O)N1CC(C)Oc2ccc(C)cc21 (centres undefined),-1,9%,-26%,25%,-23%,-4%,-11%,14%,0%
Cn1c(O)c(C2=c3ccccc3=NC2=O)[nH]c1=S,-4,-19%,-16%,-10%,-3%,1%,-6%,-2%,-5%
Clc1cccc(/C=N/Nc2nnc(Cl)c3ccccc23)c1,-6,-21%,-8%,-16%,-1%,nt,?,2%,1%
COC(C(=O)Nc1ccnn1C1CCN(Cc2cnn(C(C)C)c2)CC1)c1ccccc1 (centres undefined),-5,-7%,-2%,0%,6%,-6%,-5%,92%,-17%
Cc1oc(-c2cccc(Cl)c2)nc1CN1CCC(C(=O)NCCCN2CCCC2=O)CC1,-6,-4%,-6%,111%,1%,-3%,-12%,18%,0%
COc1ccc2c(c1)c1ncn(Cc3ccc(F)cc3)c(=O)c1n2C,-1,-5%,-22%,0%,16%,2%,0%,21%,-6%
CCOc1ccccc1N1CCN(S(=O)(=O)c2cc(C)ccc2OC)CC1,-5,-5%,-16%,-13%,22%,-8%,?,8%,4%
Cn1cc(Br)c(C(=O)N/N=C/c2cccc(OC3CSC3)c2)n1,-8,2%,0%,-8%,1%,nt,2%,8%,-15%
CCOc1cc(NC(=S)Nc2ccccc2)c(OCC)cc1NC(=O)c1ccccc1,2,-40%,3%,?,-3%,2%,40%[activator],3%,-8%
COC(=O)c1cc2c(C)[nH]c(C)c2cc(C(=O)OC)c1=O,4,-15%,-22%,-4%,11%,-7%,-10%,21%,-1%
Nc1c(N(Cc2ccco2)C(=O)COc2ccccc2)c(=O)[nH]c(=O)n1Cc1ccccc1,-1,-17%,-13%,-12%,-10%,12%,nt,nt,-7%
Cc1nnc(SCC(=O)NCc2ccccc2F)c2nn(-c3ccc(Cl)cc3)c(C)c12,2,?,?,-26%,nt,0%,?,?,-1%[60.1 µM]
Cc1cc(O)c(Sc2ncn[nH]2)cc1NS(=O)(=O)c1ccc(Cl)cc1,8,-38%,-14%,?,46%[activator],-23%[15.4 µM],nt,nt,-4%
Cn1cc(S(=O)(=O)Nc2ccc(Br)cc2F)c(=O)n(C)c1=O,-8,29%,-12%,7%,8%,-8%,-6%,-2%,-4%
Cc1ccccc1N1CC(c2nc3ccccc3[nH]2)CC1=O (centres undefined),-6,-3%,-13%,0%,-2%,0%,-2%,2%,6%
CN(C)c1nc(N)nc(N(c2ccccc2)c2ccccc2)n1,-8,6%,-15%,-12%,-1%,-3%,-5%,-17%,-4%
Cc1ccc(NC(=O)NCCN2C(=O)C3C4C=CC(C4)C3C2=O)cc1 (centres undefined),-18,2%,-5%,-4%[57.4 µM],-11%,-2%,-17%,14%,-17%
COC1=C(OC)C(=O)C(CCCCCCCCCCO)=C(C)C1=O,nt,nt,nt,218%&20%[activator],-3%,nt,?,-14%,-11%[60.1 µM]
O=C(Cn1c(O)c(N=NC(=O)c2ccncc2)c2ccccc21)Nc1ccccc1,-3,-20%,-4%,0%,-2%,9%,1%,-1%,-2%
NC1=NC2(CCCC2)n2c(nc3ccccc32)N1,4,-13%,-1%,1%,-4%,6%,-6%,4%,0%
O=C(O)C1CCN(Cc2cnn(-c3ccccc3)c2-n2cccc2)CC1,-8,11%,-8%,-7%,nt,-2%,nt,nt,-20%
NC(=O)c1ccc(SCC(=O)OCC(=O)NCc2ccco2)c([N+](=O)[O-])c1,-8,-24%,?,-26%,-6%,-5%,nt,nt,-8%
CC(C)C(=O)NNC(=O)CSc1nnc(-c2ccccc2)c(-c2ccccc2)n1,-1,-4%,2%,13%,-7%,2%,-19%,2%,0%
CCN(Cc1ccccc1)C(c1cc2cc(C)ccc2[nH]c1=O)c1nnnn1CCOC (centres undefined),0,-10%,-19%,?,2%,4%,-18%,1%,-20%
# (next part)
SMILES,LDHA inh,RGS4 inh,POLH inh,12-LOX inh,APE1 inh,ERG Ets-DNA blk,Apoferritin bind,Pol beta inh,Pol kappa inh
CC(=O)OC(C(=O)Nc1nccs1)c1ccccc1 (centres undefined),0,-14%,-9%,?,25%,0%,-3%,22%,-2%
Cc1cc(SCc2c(F)cccc2Cl)nc(=O)[nH]1,-7,-6%,-7%,11%,-16%,3%,?,6%,-2%
C=CCn1nnnc1SCC(=O)Nc1cccc(OC)c1,-2,-12%,-16%,-5%,-4%,-2%,-15%,-1%,-9%
COc1ccccc1OCCNC(=O)Nc1ccc(Br)cc1,-8,-12%,-12%,2%,-4%,10%,155%[activator],-21%,-1%
Cc1oc(C)c2c(=O)cc(-c3ccc4c(c3)OCO4)cc(OC(=O)c3ccccc3Cl)c12,21,-20%,?,?,nt,11%,-11%,18µM*,?
COc1ccc(S(=O)(=O)N2CCC(C(=O)OCC(=O)c3ccccc3)CC2)cc1[N+](=O)[O-],-10,20%,-2%,-3%,6%,6%,-10%,5%,-9%
CC(=O)c1ccc(Nc2cc(C)nc3nc(Cc4ccccc4)nn23)cc1,-9,-1%,-15%,-11%,nt,-7%,-1%,4%,0%
COC(=O)c1c(C(=O)OC)c(-c2ccc(Cl)c(Cl)c2)n2c1CCC2,0,1%,-2%,1%,-10%,3%,-7%,10%,5%
Cc1cc(C)c2cc(C)c(SCC(=O)NCc3ccco3)nc2c1,-3,-17%,4%,-18%,4%,17%,-14%,-12%,-29%
CC1(C(=O)N/N=C/c2ccc3c(c2)OCO3)CC1(Br)Br (centres undefined),-3,4%,-17%,-1%,9%,-1%,-24%,4%,-4%
O=C(Cn1nc(C(=O)O)c2ccccc2c1=O)Nc1ccc(F)cc1,-3&-23,5%,-6%,?,-19%,1%,-15%,24%,-9%
CC(C)(C)c1ccc(OCC(=O)NC(Cc2c[nH]c3ccccc23)C(=O)O)cc1 (centres undefined),-1,18%,-11%,0%,nt,0%,-6%,3%,-15%
N=c1ccn(CC(=O)c2ccc(-c3ccccc3)cc2)cc1,2,-14%,-1%,-7%,-2%,-14%,-24%,21%,-19%
COc1ccc(NC(=O)CN2CCN(c3ccccn3)CC2)cc1Cl,-2,-19%,2%,1%,-18%,15%,-9%,41%,15%
CCOC(=O)CNc1nnc(SCC(=O)OCC)[nH]c1=O,3,?,-11%,2%,-7%,1%,-7%,25%,-8%
CCN(CC(=O)Nc1ccc(NC(C)=O)cc1)C(=O)CSC(=S)N1CCCC1,1,-25%,-6%,-7%,9%,-2%,nt,nt,4%
Cc1ccc(NC(=O)Cc2nnc(SCC(=O)Nc3nncs3)n2C)c(C)c1,-3,25%,3%,-14%,38%,7%,-5%,1%,-16%
O=C(CN1C(=O)CSc2ccc(S(=O)(=O)N3CCCCC3)cc21)NCc1ccccc1Cl,1,-20%,-12%,12%,62%[activator],-3%,-6%,-2%,14%
CC(C(=O)NCC1CCCCC1)N1CCN(S(=O)(=O)c2ccccc2F)CC1 (centres undefined),2,11%,-22%,-9%,0%,-1%,-9%,-8%,6%
O=C(NCC1CCCO1)/C(=C\c1cccc([N+](=O)[O-])c1)NC(=O)c1ccccc1 (centres undefined),-2,-2%,?,0%,-2%,8%,-12%,8%,2%
COc1ccc(C2=Nn3c(nnc3-c3ccccc3OC)SC2)cc1OCC1CC1,2,-8%,-9%,35µM*,-16%&-5%,nt,nt,nt,40µM*
CN(CC(=O)N1CCc2[nH]c3ccc(F)cc3c2C1)CC1OCCO1,8,-12%,7%,0%,3%,1%,-3%,0%,-6%
COc1cc(/C=C2\S/C(=N/S(=O)(=O)Cc3ccccc3)NC2=O)c([N+](=O)[O-])cc1OC,-1,7%,?,?,7%,0%,5%,44%,-2%
COCCCNC(=O)c1ccc(CS(=O)(=O)c2cccc(C(F)(F)F)c2)o1,1,1%,-9%,10%,5%,4%,-8%,25%,2%
OCCn1ccc(-c2ccccc2OCc2ccc(F)cc2)n1,-2,13%[56.9 µM],4%,7%,13%,1%,-12%,10%,-11%
Cc1ccc(NC(=O)C(Cc2ccccc2)NS(=O)(=O)c2ccc3c(c2)oc(=O)n3C)c(Cl)c1 (centres undefined),-11,1%,-10%,-47%,nt,-4%,3%,33%,-14%
COc1ccc(NC(=O)NNS(=O)(=O)c2ccc(Br)cc2)cc1,-7,8%,4%,0%,22%,-7%,-3%,?,-14%
Cc1ccc(C2(C(F)(F)F)NC(=O)N3CCN=C3S2)cc1 (centres undefined),-1,5%,-14%,0%,2%,-4%,-4%,1%,-8%
CCCCCCC(=O)Nc1c(O)c2ccccc2[nH]c1=O,0,-13%,-4%,0%,0%,5%,-10%,8%,-17%
CN(c1ccc(OCC(=O)OCC(=O)NCc2ccco2)cc1)S(=O)(=O)c1ccc2ccccc2c1,-6,14%,-20%,0%,-5%,-1%,50%[activator],-30%,-8%
